# AID2073: inhibitors of Mint1-CaV2.2 protein interaction, biochemical, HTRF (AID 2073) | inhibition, % at 20 µM; hits with a dose series show IC50 in µM | HTRF protein-protein interaction, Mint1-CaV2.2; higher % means a stronger effect | 290,000 tested, 0.19% active; in the data active = inhibition mostly above about 51%, no sharp cut-off; inconclusive = no clear call, values can overlap the other calls; inactive = mostly below about 53%; also: some results filed as inactive read as strong as hits
# UTI89 phage lysis: inhibition of K1F phage lysis, E. coli UTI89, bacterial capsule biogenesis inhibitors, alamar blue (AID 488966) | E. coli UTI89 K1F phage lysis, alamar blue, 2 h; higher % means a stronger effect | inhibition, % at 100 µM, or IC50 in µM where a hit was titrated | 340,000 tested, 0.02% active;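 active = phage lysis inhibition, versus mean bacterial control, above a set limit; inconclusive = no clear call, values can overlap the other calls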;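 also: capsule biogenesis inhibitors block K1F phage lysis so surviving cells raise fluorescence; higher fluorescence means more inhibition of phage lysis; actives were called in the ten point dose series up to 300 µM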
# Autophagy HCS: autophagy modulators in MEF cells, primary screen, imaging, high-content, MEF GFP-LC3; MEF GFP-LC3 puncta imaging; test concentration mostly 10 µM; calls only at 10 µM (by protocol); 190,000 tested, 0.98% active; AID 463193, 2010;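 active = percentage of spot-positive cells more than 3 SD above its plate mean, without a fluorescence outlier flag or 80% toxicity; inconclusive = no clear call, values can overlap the other calls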;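 also: spot-positive cell cutoff set from DMSO-treated cells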
# GPR35 antagonists: GPR35 antagonists blocking zaprinast-driven arrestin recruitment, primary screen, imaging, U2OS, beta-arrestin-GFP, zaprinast agonist (AID 2058) | G-protein coupled receptor 35 (Homo sapiens) | U2OS GPR35 beta-arrestin-GFP translocation imaging, zaprinast antagonism; higher % means a stronger effect | inhibition, % at 10 µM; hits with a dose series show IC50 in µM | 290,000 tested, 0.052% active;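 active = inhibition of at least 50% with at least 30 cells and total cytoplasm GFP at most 10,000,000; inconclusive = under 30 cells or total GFP of 10,000,000 plus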
# WT yeast gro inh: growth inhibition of WT strain, primary screen, mitochondrial fusion inhibitor project, WT and mutant strains, chemical genetic; mitochondrial fusion phenotypic screen; inhibition, % at 10 µM; 190,000 tested, 2.1% active; AID 1362, 2008; in the data active = inhibition above about 58%; tested in S. cerevisiae
# RSV CPE inhibition: RSV antiviral activity via CPE protection, HEp-2 cells, primary 10 µM value included (AID 2391). HEp-2 cells, RSV-induced CPE inhibition; higher % means a stronger effect. 310,000 tested, 0.13% active. CPE inhibition, % at 10 µM, or IC50 in µM where a hit was titrated; in the data active = a potency from the dose series; inconclusive = CPE inhibition mostly from about 23% at the one dose, without a potency; inactive = the rest, 99 in 100 with CPE inhibition below about 21%; also: strong numbers were not always called active
# LYP phosphatase: inhibitors of LYP phosphatase, biochemical, fluorescence intensity, uHTS (AID 1779); 290,000 tested, 0.054% active; Tyrosine-protein phosphatase non-receptor type 22 (Homo sapiens); recombinant LYP phosphatase, fluorescence intensity; higher % means a stronger effect; one-dose inhibition, % at 11.5 µM; IC50 in µM for titrated hits; in the data active = inhibition above about 50%;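 also: plate controls were vehicle with enzyme for no effect and no enzyme for full effect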
# NTR1 ag: agonists of NTR1, primary screen, imaging, U2OS cells, beta-arrestin-GFP, high content (AID 493036); Neurotensin receptor type 1 (Homo sapiens), P30989; NTR1-U2OS beta-arrestin-GFP spot imaging, agonist mode; activation, % at 20 µM; 330,000 tested, 0.17% active;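 active = activation at or above 40% of the spot to cytoplasm intensity ratio, with at least 20 cells analyzed; inconclusive = wells under 20 cells, flagged as cytotoxic or low count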;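 also: 0% = DMSO without peptide and 100% = 100 nM NTR1 peptide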
# Target sequence (P30989 whole entry, looked up): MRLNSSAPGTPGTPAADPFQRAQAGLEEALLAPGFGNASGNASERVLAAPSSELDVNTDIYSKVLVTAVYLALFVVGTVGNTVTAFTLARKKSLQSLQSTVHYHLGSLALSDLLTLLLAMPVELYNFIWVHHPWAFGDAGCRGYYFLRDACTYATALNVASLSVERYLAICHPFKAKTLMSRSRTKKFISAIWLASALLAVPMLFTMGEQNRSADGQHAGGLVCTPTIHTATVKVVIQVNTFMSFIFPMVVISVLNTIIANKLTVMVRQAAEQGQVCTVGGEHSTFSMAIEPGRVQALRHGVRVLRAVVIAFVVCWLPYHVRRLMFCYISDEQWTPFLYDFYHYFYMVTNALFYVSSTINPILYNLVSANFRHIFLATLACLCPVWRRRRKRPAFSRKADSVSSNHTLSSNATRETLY
# Dengue-2 NS5 capping: Dengue-2 NS5 methyltransferase inhibitors, primary screen, biochemical, confirmation dose response (AID 588689); one-dose inhibition, % at 25 µM; IC50 in µM for titrated hits; Dengue-2 NS5 methyltransferase capping enzyme assay, biochemical; higher % means a stronger effect; Genome polyprotein (Dengue virus type 2 (strain 16681-PDK53)); 340,000 tested, 0.3% active; in the data active = a potency from the dose series; inconclusive = inhibition above about 29% without an active follow-up result
# WT yeast gro inh mutant strain: second read-out of WT yeast gro inh, no call of its own (marks repeat the call); inhibition, %; mitochondrial fusion phenotypic screen, mutant strain inhibition
# Autophagy HCS cell loss 18 h: second read-out of Autophagy HCS, no call of its own (marks repeat the call); toxicity, %; measured here: cell loss, nuclei count;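 cell loss after 18 h compound exposure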
# NTR1 ag cell count 20 µM: recorded beside NTR1 ag, whose call it bears; cell count; measured here: cell count, cytotoxicity flag
# Dengue-2 NS5 capping pilot replicate: recorded beside Dengue-2 NS5 capping, whose call it bears; inhibition, %; measured here: pilot screen replicate inhibition
# Starred values were filed as active, the others as inactive; i = inactive; ? = inconclusive; / = not tested or not shown; & = joins results of further samples; [ ] = dose if it differs, or a comment. An excerpt. The share of hits here may be higher or lower than overall.
SMILES,AID2073,UTI89 phage lysis,Autophagy HCS,Autophagy HCS cell loss 18 h,GPR35 antagonists,WT yeast gro inh,WT yeast gro inh mutant strain,RSV CPE inhibition,LYP phosphatase,NTR1 ag,NTR1 ag cell count 20 µM,Dengue-2 NS5 capping,others
Cc1nonc1OCCNc1ccc([N+](=O)[O-])c2cccnc12,2%,2.4%,i,-3,-2%,2,5,?,7%,0.5,45,-3%,
CC(C)N1C(=O)CCC1C(=O)N1CCC2(CC1)OCCO2 (stereo not given),1%,7.4%,i,6,-3%,8,13,-0.2%,-7%,2.6,63,-4%,
C[C@]12CC(=CO)C(=O)C[C@@H]1CC[C@@H]1[C@@H]2CC[C@@]2(C)[C@H]1CC[C@]2(C)O,0%,/,/,/,2%,4,-8,/,-2%,/,/,/,
CCCOC(=O)C1C2c3ccccc3C(c3ccccc32)C1C(=O)O (stereo not given),6%,1.5%,i,-11,8%,-5,-7,1.3%,-2%,1.2,53,2%,
O=C1NC(=O)C(=Cc2ccc(-c3ccc(F)cc3O)o2)C(=O)N1,28%,-1.3%,/,/,16%,/,/,1.3%,-9%,28,79,-1%,
CCN(c1ccc(C(O)(C(=O)OC)C(F)(F)F)cc1)S(=O)(=O)c1ccccc1 (stereo not given),2%,0.9%,i,1,6%,8,5,2.2%,-8%,2.3,7,-4%,
CC(=O)N1CCC2(CC1)CC(=O)c1cc(OCC(=O)N3CCN(C)CC3)ccc1O2,26%,1.4%,i,1,-10%,-2,-2,1.4%,-6%,-0.4,56,-2%,
COP(=O)(OC)C(Nc1ccccn1)c1ccccc1 (stereo not given),3%,0.4%,i,-5,-6%,3,11,-0.2%,-7%,3.0,80,1%,
COc1ccc(CC2C(=O)N(c3ccccc3)C(=O)N(c3ccccc3)C2=O)c(OC)c1,1%,0.3%,i,3,-12%,-31,-25,-1.1%,-2%,-2.4,36,3%,
CS(=O)(=O)c1ccc(C(=O)N2CCC(C(=O)O)(c3ccccc3)CC2)cc1,1%,0.3%,/,/,-4%,/,/,0.3%,-10%,-0.8,51,1%,
CCCNC(=O)c1c(N)n(Cc2ccc3c(c2)OCO3)c2nc3ccccc3nc12,?,0.7%,i,2,8%,-3,-2,1.4%,1%,14,87,-19%,Dengue-2 NS5 capping pilot replicate=2.1
O=P(O)(O)COc1ccccc1O,18%,0.8%,i,18,4%,-1,-5,1.7%,-15%,-0.1,50,-6%,
CC(C)C12CN3CC(C(C)C)(CN(C1)C3c1cccnc1)C2=O (stereo not given),-8%,0.3%,i,-3,2%,-10,-1,12%,-11%,-1.3,51,3%,
COC(=O)C1=C(c2ccc(F)cc2OCc2ccccc2)C[C@@H]2CC[C@H]1N2C(=O)NCc1ccccc1Br,/,3.2%,/,/,/,/,/,-0.1%,/,0.9,70,-10%,
CC1(C)CN=C(NCc2ccccc2Cl)S1,-1%,0.2%,i,-6,4%,18,22,-0.2%,-8%,-1.1,83,-5%,
CC12CN3CC(C)(CN(C1)C3c1cccnc1)C2=O (stereo not given),0%,2.6%,i,-7,15%,1,7,2.2%,-12%,1.0,69,-2%,
O=P(Oc1ccccc1)(Oc1ccccc1)C(O)c1ccccc1 (stereo not given),/,-0.4%,/,/,/,/,/,1.2%,/,-2.5,109,-5%,
N#CCN1CCN(c2ccc(C(F)(F)F)cc2)CC1,1%,0.9%[50 µM],i,-4,-6%,4,3,0.2%,-1%,2.9,53,2%,
O=C(COc1ccc(Cl)cc1Cl)N1CCN(C/C=C/c2ccccc2)CC1,-7%,-0.4%,i,3,-15%,-9,-7,5.7%,-6%,6.5,43,0%,
CCOC(=O)c1sc(N=Nc2c(O)[nH]c(=O)[nH]c2=O)c(C(=O)OCC)c1C,3%,/,i,12,35%,-253,-5,1.6%,-10%,7.5,52,/,
CC(C)C[C@H]1C(=O)N2CCC[C@H]2[C@]2(O)O[C@](NC(=O)[C@@H]3C=C4c5cccc6[nH]cc(c56)C[C@H]4N(C)C3)(C(C)C)C(=O)N12,/,4.0%,/,/,/,/,/,4.8%,/,-2.2,52,-9%,
COc1ccc(CCn2c(O)c(C=NC3CC3)c(=O)[nH]c2=O)cc1OC,-3%,-0.2%,i,-2,-3%,1,23,1.7%,-3%,-1.5,89,-6%,
O=c1cc(CN2CC=C(c3ccccc3)CC2)c2c(ccc3ccccc32)o1,1%,-0.3%,i,11,-4%,8,-3,7.7%,2%,0.0,87,-4%,
COc1cc(OC)cc(-n2nc(C(=O)N3CCC4(CC3)OCCO4)c3ccccc3c2=O)c1,6%,0.5%,i,-9,12%,0,-2,0.9%,0%,-0.4,65,-3%,
Cc1cc(/C=C2\C(=O)NC(=O)N(Cc3ccco3)C2=O)c(C)n1-c1ccc(O)cc1,53%,-2.2%,i,16,9%,5,6,4.4%,-4%,1.0,25,-6%,

# Reprinted at random: two entries already listed, in no set order.
SMILES,AID2073,UTI89 phage lysis,Autophagy HCS,Autophagy HCS cell loss 18 h,GPR35 antagonists,WT yeast gro inh,WT yeast gro inh mutant strain,RSV CPE inhibition,LYP phosphatase,NTR1 ag,NTR1 ag cell count 20 µM,Dengue-2 NS5 capping,others
CC(C)C12CN3CC(C(C)C)(CN(C1)C3c1cccnc1)C2=O (stereo not given),-8%,0.3%,i,-3,2%,-10,-1,12%,-11%,-1.3,51,3%,
Cc1nonc1OCCNc1ccc([N+](=O)[O-])c2cccnc12,2%,2.4%,i,-3,-2%,2,5,?,7%,0.5,45,-3%,

# (more compounds)
SMILES,AID2073,UTI89 phage lysis,Autophagy HCS,Autophagy HCS cell loss 18 h,GPR35 antagonists,WT yeast gro inh,WT yeast gro inh mutant strain,RSV CPE inhibition,LYP phosphatase,NTR1 ag,NTR1 ag cell count 20 µM,Dengue-2 NS5 capping,others
CCCN1CCc2cc(O)cc3c2[C@H]1Cc1ccc(O)c(O)c1-3,/,3.2%,/,/,/,/,/,12%,/,6.1,61,-10%,
O=P(C(Cl)Cl)(N1CCOCC1)N1CCOCC1,0%,0.8%,/,/,13%,/,/,2.5%,-8%,0.0,31,4%,
Cc1cc(C=C2C(=O)NC(=O)NC2=O)c(C)n1-c1cccnc1,11%,0.2%,/,/,2%,/,/,4.9%,3%,2.6,67,?,
COC12C(COC(N)=O)C3=C(C(=O)C(C)=C(N)C3=O)N1CC1C2N1C (stereo not given),-9%,-15%,/,/,-1%,/,/,-2.1%,-5%,-1.9,93,4%,
CC(=O)c1ccc(OCC(=O)N2CCCC(N(C)Cc3ccccc3)C2)cc1 (stereo not given),?,0.3%,/,/,6%,/,/,0.2%,-13%,0.5,61,3%,
Cc1ccc2c(c1)N(C(=O)CCC(=O)N1CCC3(CC1)OCCO3)CCO2,6%,0.6%,/,/,6%,/,/,1.6%,-13%,-0.7,69,-13%,
Cc1cc(OC(=O)N(C)C)nc(SCc2c(Cl)cccc2Cl)n1,2%,-0.5%,/,/,-16%,/,/,5.4%,1%,0.7,65,-3%,
N#CC(C#N)=Cc1ccc(-c2ccccc2F)o1,-8%,0.7%,i,-7,-1%,3,-5,4.1%,2%,/,/,?,
CCCC(C)C1C(C#N)=C(N)Oc2c1c(=O)oc1ccccc21 (stereo not given),2%,1.6%[50 µM],i,3,4%,14,6,1.0%,-4%,1.3,53,-3%,
COc1ccc(CN2C(=O)NC(=O)/C(=C/c3ccc([N+](=O)[O-])s3)C2=O)cc1,26%,-3.0%,/,/,8%,/,/,0.7%,1%,0.0,58,-8%,
O=C(CCNS(=O)(=O)c1ccccc1)Nc1ccc(Cl)cc1C(=O)c1ccccc1,2%,0.2%[50 µM],i,-1,-15%,-11,1,5.3%,0%,4.0,67,-4%,
Nc1ncc2[nH]cnc2n1,/,2.2%&-1.4%,/,/,/,/,/,-1.5%&-2.1%,/,0.3&-0.2,44&65,-7%&1%,
Cc1c(N=Cc2c(O)n(Cc3ccco3)c(=O)[nH]c2=O)c(=O)n(-c2ccccc2)n1C,11%,1.4%,i,-4,-18%,-8,-11,-0.1%,1%,-1.5,40,-21%,
COC(=O)C1=C(c2ccc(F)cc2OCc2ccccc2)C[C@@H]2CC[C@H]1N2C,/,4.3%,/,/,/,/,/,0.0%,/,0.4,63,-4%,
Clc1cccc(CNCCc2ccc3c(c2)OCO3)c1,?,0.0%,/,/,-8%,/,/,-0.7%,-7%,-0.2,89,-6%,
O=C1NC(=O)C(=Cc2cc([N+](=O)[O-])ccc2N2CCCCC2)C(=O)N1,6%,-0.5%,i,-19,12%,-6,-6,-1.5%,-4%,-1.0,38,-2%,
COC(=O)C1=C(c2c(C)noc2C)C[C@@H]2CC[C@H]1N2C(=O)NCCO,/,1.3%,/,/,/,/,/,0.6%,/,3.0,45,-2%,
COC(=O)C1=C(c2ccc(C(C)=O)cc2)C[C@@H]2CC[C@H]1N2C(=O)NC1Cc2ccccc2C1,/,2.2%,/,/,/,/,/,-0.6%,/,-1.8,3,-6%,
COC(=O)C1=C(c2ccc(-c3ccccc3)c(F)c2)C[C@@H]2CC[C@H]1N2C(=O)NCc1ccco1,/,0.6%,/,/,/,/,/,3.7%,/,1.9,53,-11%,
Cn1c(O)c(C(=NCCc2c[nH]c3ccccc23)c2ccccc2)c(=O)n(C)c1=O,-13%,0.5%,i,16,-10%,6,7,4.8%,-2%,1.1,32,-5%,
Cc1cc(=O)oc2cc(OCC(=O)N3CCN(Cc4ccc5c(c4)OCO5)CC3)ccc12,8%,0.3%,/,/,-13%,/,/,-0.7%,-1%,1.1,64,5%,
C=C1C2[C@H](OC(C)=O)[C@@H]3CC(=O)[C@]4(C)OC[C@@]3(C)[C@@]4(O)[C@@H](OC(C)=O)[C@H](OC(C)=O)[C@@]2(COC(=O)c2ccccc2)[C@@H](OC(C)=O)C[C@@H]1O (stereo not given in full),1%,6.5%,/,/,-4%,/,/,3.3%,-13%,0.0,87,-3%,
COc1ccc(C(=O)C2CCCN(Cc3ccccn3)C2)c(OC)c1 (stereo not given),14%,0.5%,i,1,-4%,13,5,-0.8%,3%,-1.9,82,1%,
O=C(CCn1c(=O)oc2ccccc21)N1CCC2(CC1)OCCO2,2%,0.3%,i,20,-1%,3,-19,0.2%,-2%,-1.4,73,-4%,
O=c1c2ccccc2nc(/C=C/c2ccc(O)cc2)n1-c1ccc(O)cc1,18%,0.7%,/,/,1%,/,/,0.6%,-1%,3.1,54,-11%,

# High-throughput results from PubChem.
